Assay outcomes (PubChem BioAssay)
GLD-1 TGE inh: GLD-1-TGE RNA interaction inhibition (C. elegans); purified GLD-1 + fluorescein TGE RNA, fluorescence polarization; inhibition, % at 5.96 µM; 320,000 tested, 0.44% active;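 active = percent inhibition above a per-plate cutoff, the plate mean of test compounds plus 3 SD, cut at about 30% in these data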;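 note: 0% = DMSO wells with GLD-1 and probe and 100% = wells lacking GLD-1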
Target sequence (Q17339 whole entry, looked up): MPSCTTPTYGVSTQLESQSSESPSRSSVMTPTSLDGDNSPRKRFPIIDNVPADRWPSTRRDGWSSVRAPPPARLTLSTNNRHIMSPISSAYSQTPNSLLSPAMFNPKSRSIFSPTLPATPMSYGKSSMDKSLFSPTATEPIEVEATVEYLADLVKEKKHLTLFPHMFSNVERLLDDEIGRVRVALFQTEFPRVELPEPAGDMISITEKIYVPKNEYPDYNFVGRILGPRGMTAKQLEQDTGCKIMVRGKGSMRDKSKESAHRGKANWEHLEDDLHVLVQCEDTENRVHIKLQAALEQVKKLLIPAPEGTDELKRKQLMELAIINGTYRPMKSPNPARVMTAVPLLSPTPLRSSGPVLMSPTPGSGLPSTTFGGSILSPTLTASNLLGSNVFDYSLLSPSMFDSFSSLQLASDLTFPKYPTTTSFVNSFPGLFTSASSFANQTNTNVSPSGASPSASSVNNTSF
VLA-4 inh: inhibition in a human VLA-4 binding assay | P13612 | VLA-4 expressing cells, ligand binding flow cytometry | inhibition, % (about 7 µM as worked out from the volumes in the protocol) | 330,000 tested, 0.2% active; in the data active = inhibition above about 50%
GRK2 aptamer HTS: inhibitors of human GRK2 displacing RNA aptamer | bead flow cytometry, FAM-aptamer displacement from GRK2 | inhibition of aptamer binding, % at 10 µM | 330,000 tested, 0.59% active | AID 488847;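 active = inhibition of aptamer binding above 40%, roughly 3 SD of noise, on plates passing a quality check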;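 note: median bead fluorescence of bound FAM aptamer so fluorescent compounds give negative values; no value below 0 was filed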
Bcl-xL primary: Bcl-xL (human) inhibition; inhibition, % at 10.9 µM; GST-Bcl-xL / FITC-Bim BH3 peptide fluorescence polarization; 320,000 tested, 0.7% active; Q07817; AID 2129;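 active = inhibition above the mean of all tested compounds plus 3 SD, cutoff set per campaign, cut at about 30% in these data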;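 note: 0% = DMSO wells and 100% = unlabeled Bim-BH3 peptide competitor; inhibitors lower millipolarization by displacing the labeled peptide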
Target sequence (Q07817 whole entry, looked up): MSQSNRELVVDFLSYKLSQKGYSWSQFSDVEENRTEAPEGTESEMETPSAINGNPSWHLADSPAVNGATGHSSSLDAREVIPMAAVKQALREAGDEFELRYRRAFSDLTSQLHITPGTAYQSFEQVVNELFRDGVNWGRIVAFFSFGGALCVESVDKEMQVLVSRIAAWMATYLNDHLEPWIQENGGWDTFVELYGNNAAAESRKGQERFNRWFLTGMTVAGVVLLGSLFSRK
MEX-5 binding: C. elegans MEX-5 TCR-2 RNA binding activity; Q9XUB2; MEX-5/FITC-TCR2 RNA binding, fluorescence polarization; hits give low values; activity score (negative = inhibition of binding), % at 10 µM; 300,000 tested, 0.38% active;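 active = inhibition past about -25% in most replicates, and total fluorescence under double the plate's negative control median, limit read from the data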;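 note: 0% = DMSO and -100% = 5 µM competing unlabeled TCR2 RNA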
MCL1 BIM primary: disrupts human MCL1 binding to BIM-BH3 peptide; AID 2057; inhibition, % at 10.9 µM; GST-MCL1 / FITC-Bim-BH3 fluorescence polarization; Q07820; 320,000 tested, 0.68% active;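 active = inhibition above the mean inhibition of all tested compounds plus 3 SD, set per campaign, cut at about 40% in these data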;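 note: 0% = DMSO wells and 100% = unlabeled Bim-BH3 peptide control; higher means more loss of mP so more displacement of Bim peptide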
Target sequence (Q07820 whole entry, looked up): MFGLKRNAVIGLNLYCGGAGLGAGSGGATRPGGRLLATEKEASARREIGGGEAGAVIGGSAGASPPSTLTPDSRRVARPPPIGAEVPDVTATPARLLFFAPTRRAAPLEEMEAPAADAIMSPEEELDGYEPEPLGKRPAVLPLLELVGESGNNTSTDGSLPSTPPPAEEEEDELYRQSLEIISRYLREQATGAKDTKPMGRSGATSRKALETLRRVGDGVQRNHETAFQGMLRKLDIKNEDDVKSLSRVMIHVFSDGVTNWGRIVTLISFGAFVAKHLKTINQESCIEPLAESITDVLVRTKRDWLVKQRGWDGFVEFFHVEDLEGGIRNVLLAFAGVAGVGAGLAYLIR
AGP1 TOR yeast: alters AGP1-GFP fluorescence in TOR pathway yeast screen; S. cerevisiae AGP1-GFP multiplex flow cytometry, 3 h; GFP as percent of DMSO wells; GFP response vs DMSO, % at 10 µM; 320,000 tested, 0.02% active;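 active = GFP response relative to DMSO above a set limit, near screen average plus 3 SD, cut at about 150% in these data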;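 note: median GFP channel fluorescence of the gated AGP1 strain per well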
CR mimetic SO: yeast age-related superoxide inhibition as caloric restriction mimetic; S. cerevisiae aged cells, superoxide DHE fluorescence; hits give low values; superoxide response (% of plate mean), % at 10 µM; 330,000 tested, 0.18% active;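 active = superoxide response under a set limit, about three screen SD below normal, cut at about 65% in these data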;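 note: yeast aged for seven days with compound at 30 °C before DHE staining; 100% = average MFI of all compound-treated wells on the plate with controls excluded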
CIT2 TOR yeast: yeast TOR pathway CIT2-GFP modulation. S. cerevisiae CIT2-GFP strain, flow cytometry, 3 h; 100 means same as DMSO wells. GFP response vs DMSO, % at 10 µM. 320,000 tested, 0.065% active;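 active = GFP response relative to DMSO above a set limit, near the screen mean plus 3 SD, cut at about 150% in these data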;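 note: ratio of well median GFP fluorescence to mean of DMSO wells on the plate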
Active calls of the source: *; . = no result given. Rows were taken by chance. Share with any hit: about 2.1%.

SMILES	GLD-1 TGE inh	VLA-4 inh	GRK2 aptamer HTS	Bcl-xL primary	MEX-5 binding	MCL1 BIM primary	AGP1 TOR yeast	CR mimetic SO	CIT2 TOR yeast
Clc1ccc(-c2cnn3c(-c4ccncc4)ccnc23)cc1	3	16	4	7	0.9	-4	87	107	94
N=C(c1cccc([N+](=O)[O-])c1)N1CCCCCC1	0	-4	1	6	0.5	1	103	111	106
O=C(NC(=S)Nc1cccc2[nH]ncc12)c1ccccc1	5	0	0	2	0.2	-3	100	114	96
CC(Sc1nnc(CNc2cccc3ccccc23)n1-c1ccccc1)C(=O)N/N=C/c1ccco1 (centres undefined)	-2	8	1	0	-1.2	4	96	97	96
NC(=O)CSc1oc(-c2ccco2)nc1S(=O)(=O)c1ccc(F)cc1	-1	-14	0	-2	-2.0	1	99	97	95
Cc1nc2n(n1)C(c1ccccc1)C1=C(CC(c3ccco3)CC1=O)N2 (centres undefined)	1	10	0	0	-0.7	2	100	103	111
COc1cccc(/C=C/C(=O)OCC(=O)c2ccc(C)c(C)c2)c1OC	6	-5	3	3	.	-1	104	88	86
O=C(C1CC(=O)N(c2ccc(F)cc2)C1)N1CCC(c2nc3ccccc3[nH]2)CC1 (centres undefined)	22	-1	0	-1	0.0	2	105	94	100
O=c1ccc(-c2ccccc2)no1	-2	-2	0	4	1.0	1	105	95	100
COC(=O)Nc1ccc(S(=O)(=O)N2CCCC(C(=O)Nc3cccnc3)C2)cc1 (centres undefined)	-1	13	1	8	0.1	4	91	104	90
COc1ccc(/C=C/CN2CCCC(CCC(=O)NCc3ccc(F)c(F)c3)C2)cc1 (centres undefined)	3	10	0	5	3.7	-3	104	86	105
CCn1c(CSc2nnc3ccccn23)nc2cc(C(=O)O)ccc21	95*	-6	0	99*	-21	110*	93	96	84
COC(=O)C1SCCN1S(=O)(=O)c1ccc(Cl)cc1 (centres undefined)	0	11	0	-2	2.2	6	107	100	93
Nc1cc(C(F)(F)F)cc2c1SCC(=O)N2	-1	-38	1	3	-0.2	2	105	98	101
CC(C)(C)n1nnnc1C(c1ccc2ncccc2c1)N1CCC(O)CC1 (centres undefined)	5	11	0	4	-0.1	3	93	96	97
O=C(c1ccccc1)C(CCC(CN1CCOCC1)C(=O)c1ccccc1)CN1CCOCC1 (centres undefined)	4	1	1	6	2.0	9	104	85	102
COc1ccc(Nc2nc(CN3CCOCC3)nc3sc4c(c23)CCC(C)C4)cc1OC (centres undefined)	0	2	0	-4	2.4	-2	95	93	97
Cc1noc(C)c1COc1ccc(C(=O)N(C)CCOc2ccccc2)cc1	-3	3	3	1	.	0	100	109	100
COc1ccc(/C=C2\SC(N3CCc4ccccc4C3)=NC2=O)cc1OC	-8	1	2	2	-2.4	-4	94	109	88
O=C(NCCN1CCOCC1)c1ccc(Cl)c(S(=O)(=O)N2CCCCCC2)c1	-3	1	0	11	3.7	12	96	104	98
Cc1ccc(O)c(N=Cc2ccc(C)s2)c1	2	15	.	2	-1.2	-4	100	100	97
COc1ccc(NC(=O)C2=CC(c3ccc(OC)c(OC)c3)=NS(=O)(=O)N2C)cc1	-1	-20	0	3	0.6	-2	117	87	107
CC(=O)N(C)c1ccc(NC(=O)Cc2cccs2)cc1	0	6	0	5	1.6	6	96	103	102
CC/C(=C\C(=O)c1ccncc1)Nc1ccc(O)cc1	6	11	9	8	0.7	17	103	101	103
CCOc1cc(N2CCOCC2)c(OCC)cc1NC(=O)c1cc(C)cc(C)c1	1	12	0	1	-3.0	4	91	98	93
CCn1c(CNc2ccc(F)cc2)nnc1SCC(=O)N1CCCc2ccccc21	6	4	3	3	-0.2	0	98	89	95
OC(CCN1CCCCC1)c1ccc(-c2ccccc2)cc1 (centres undefined)	0	-30	1	-1	-0.1	-4	106	96	109
CC(=O)Nc1ccc(S(=O)(=O)Nc2cc(C)cn(Cc3ccc(C)cc3)c2=O)cc1	0	2	2	-5	0.5	-10	101	112	99
O=C(c1c(F)cccc1F)N1CCCC(c2nc(-c3ccc(Cl)cc3)no2)C1 (centres undefined)	3	18	0	4	2.4	12	101	97	94
Cc1ccc(NC(=O)C2CCN(C(=O)NC3CCCCC3)CC2)c(C)c1	3	-6	1	9	-1.9	9	107	93	100
Cc1cc(-c2ccccc2C(=O)Nc2ccccc2O)on1	-4	-1	1	-1	0.7	-1	104	73	89
c1ccc(-c2nccc(-c3ccc4c(c3)OCO4)n2)cc1	-3	11	2	-3	0.8	-1	79	99	93
CCn1nc2cc(C(=O)NCc3cc(C(F)(F)F)cc(C(F)(F)F)c3)ccc2c1OC	1	12	1	7	-4.0	5	80	96	69
O=C(Nc1ccc(-c2ccco2)cc1)C1CCCN(Cc2ccc(CO)o2)C1 (centres undefined)	-7	-4	0	-4	-0.3	6	96	102	99
CCC(=O)OCC(=O)N=c1sccn1Cc1ccc(C)cc1	-5	11	0	1	0.0	-2	102	96	102
Cc1cc(C)cc(-n2nnc(C(=O)NCc3ccccc3)c2N)c1	3	0	1	4	1.5	2	99	97	98
O=c1c2cc(NC(=S)N3CCC(N4CCCCC4)CC3)ccc2nc2n1CCCCC2	2	13	1	0	-0.7	1	102	98	100
O=C1C(=O)N(c2ccccn2)C(c2ccc(Br)cc2)/C1=C(/O)c1ccc(Br)cc1 (centres undefined)	.	2	3	.	0.4	.	106	98	101
O=C(O)c1cccc(-c2nnn(Cc3ccccc3)n2)c1	7	-12	0	7	0.2	2	97	105	83
CCOC12CC(C)(C)CC(C)(CC3=C1C(=O)CC(C)(C)C3)C2 (centres undefined)	-2	-7	2	1	-0.7	-3	96	92	102
COc1ccc(CNC(=S)Nc2cccc(OC)c2)cc1	-5	-4	0	4	1.9	2	101	104	109
C[N+]1(CN2C(=O)C3C4C=CC(C4)C3C2=O)CCCCC1 (centres undefined)	5	16	0	-15	-1.7	-19	99	93	96
O=C(Cc1cn(-c2ccccc2)nc1-c1ccccc1)N1CCCCC1	5	-10	2	1	-2.6	1	97	110	118
CCc1nnc(NC(=O)CSc2nnc(-c3cccnc3)n2CCc2ccccc2)s1	5	3	6	1	0.3	2	105	126	103
COc1cccc(CNC(=O)COc2cc(O)c3c(c2)OC(C)(C)CC3=O)c1	-2	10	1	4	2.3	2	100	80	99
CCOCCn1c(CN2CCN(CCO)CC2)nc2c1c(=O)n(C)c(=O)n2C	4	-4	0	6	-0.4	1	107	83	109
COc1cc(C)c(S(=O)(=O)n2c([N+](=O)[O-])cnc2C)cc1C	7	11	2	7	0.5	9	96	97	90
Cc1c(Br)c([N+](=O)[O-])nn1C(C)C(=O)NCc1cccs1 (centres undefined)	4	15	0	1	0.8	4	119	92	118
Cc1cccc(Nc2nnc(SCC(=O)NCC3CCCO3)s2)c1 (centres undefined)	-4	5	1	.	.	.	101	88	111
COc1ccc(CCSc2nnc(C3CCCCC3)n2N)cc1	1	8	2	2	1.0	-3	103	97	104
Following part:
SMILES	GLD-1 TGE inh	VLA-4 inh	GRK2 aptamer HTS	Bcl-xL primary	MEX-5 binding	MCL1 BIM primary	AGP1 TOR yeast	CR mimetic SO	CIT2 TOR yeast
COc1cccc(C(=O)NNC(=S)NC2CCCCC2)c1	1	8	3	4	.	2	100	106	94
O=C(CSCc1cnn(-c2ccccc2)c1-n1cccc1)NCc1cccnc1	-2	-1	1	3	0.6	0	108	90	105
Cn1c(=O)[nH]c(=O)c2c1nc(NC1CCCCC1)n2Cc1ccccc1	4	8	0	0	.	-5	105	111	102
C[C@H](CO)N1C[C@H](C)[C@@H](CN(C)C(=O)Nc2ccccc2)Oc2c(NC(=O)C3CCCCC3)cccc2C1=O	5	-3	0	.	.	.	100	83	91
COCc1ccc(CN2CCC(C(=O)Nc3cccc(-c4cccc(Cl)c4)c3)CC2)o1	7	.	.	0	2.4	0	.	.	.
COc1ccc(CC(=O)NCc2ccc3c(c2)cc(C)n3C)cc1OC	6	14	0	3	-0.8	-1	96	92	90
O=C(CCCn1ncn2c(cc3occc32)c1=O)NCc1ccccc1F	-1	5	0	0	-0.3	0	113	103	103
Cc1ccc(OC(=O)c2cc(C)nn2C(C)(C)C)cc1	3	7	0	3	-1.3	4	101	94	101
O=C(Nc1ccc(S(=O)(=O)NCCc2ccccc2)cc1)c1ccco1	-1	-12	3	-3	-0.4	-6	105	82	111
Cc1ccc(N(C)C(=O)N2CCN(S(=O)(=O)c3ccc4ccccc4c3)CC2)cc1	7	-5	0	5	-0.3	9	101	74	107
CCN(CC)S(=O)(=O)c1cccc(C(=O)Nc2ccc(S(=O)(=O)NC3=NCCCCC3)cc2)c1	0	-3	1	-9	-1.7	-21	112	96	106
Cc1ccc(Cl)cc1N1CCN(C(=O)Cc2cn(C)c3ccccc23)CC1	1	-8	0	5	.	-11	106	93	94
CSc1nc(N)c(NC(=O)c2ccc(Br)o2)c(=O)[nH]1	2	13	0	2	2.4	9	85	103	95
O=C(CN(c1ccc(Cl)c(C(F)(F)F)c1)S(=O)(=O)c1ccccc1)N1CCOCC1	-1	3	0	-4	2.9	-4	.	122	103
Cc1cc(C)cc(C(=O)NCCC(=O)N2CCC3(CC2)NCCc2[nH]cnc23)c1	-4	36	3	6	4.3	-1	99	110	102
COc1ccc(Cn2c(=N)c(C(=O)NC3CCCCC3)cc3c(=O)n4ccccc4nc32)cc1	2	-6	0	2	-2.5	-3	78	94	86
Cc1ccc(N2C(=O)NC(NS(=O)(=O)c3ccccc3)(C(F)(F)F)C2=O)cc1 (centres undefined)	10	-3	0	4	-0.9	-7	98	112	96
O=C(c1ccc(NC(=O)C(c2ccccc2)c2ccccc2)cc1)c1ccc(C(=O)O)c(C(=O)O)c1	1	19	1	-5	0.4	2	97	106	100
COc1ccc(NC(=S)N(CCc2c(C)[nH]c3ccc(C)cc23)Cc2ccco2)cc1	4	-22	5	4	1.0	5	116	95	110
Cc1ccc(S(=O)(=O)N2CCCCC2C(=O)N2CCN(Cc3ccccc3)CC2)cc1 (centres undefined)	9	5	1	3	1.4	7	102	97	104
Cn1nc(-c2ccc(Cl)cc2)c2cc(C(=O)N3CCOCC3)sc21	5	-11	3	0	0.5	-1	100	99	95
CCC1=NN(C(=O)C(=O)Nc2ccccc2OC)C(O)(C(F)(F)F)C1 (centres undefined)	2	-8	1	-9	1.6	-8	97	94	97
O=C(O)C1OC(Oc2cc3oc(-c4ccccc4)cc(=O)c3c(O)c2O)C(O)C(O)C1O (centres undefined)	12	10	0	10	-60*	13	98	102	97
COc1cccc(-n2nnc3c(=O)n(CC(=O)N4CCC(C)CC4)cnc32)c1	1	10	3	10	-1.0	7	95	76	94
Cc1ccc(Sc2ccc(CO)cc2[N+](=O)[O-])cc1	2	2	0	8	0.9	7	94	99	86

2 of the compounds above, field by field:
smiles: COc1cccc(-n2nnc3c(=O)n(CC(=O)N4CCC(C)CC4)cnc32)c1
  GLD-1 TGE inh: 1 | VLA-4 inh: 10 | GRK2 aptamer HTS: 3 | Bcl-xL primary: 10 | MEX-5 binding: -1.0 | MCL1 BIM primary: 7 | AGP1 TOR yeast: 95 | CR mimetic SO: 76 | CIT2 TOR yeast: 94

smiles: Cc1ccc(Sc2ccc(CO)cc2[N+](=O)[O-])cc1
  GLD-1 TGE inh: 2 | VLA-4 inh: 2 | GRK2 aptamer HTS: 0 | Bcl-xL primary: 8 | MEX-5 binding: 0.9 | MCL1 BIM primary: 7 | AGP1 TOR yeast: 94 | CR mimetic SO: 99 | CIT2 TOR yeast: 86
